# Screening data as filed in PubChem.
# NCOA2 inhibitor: inhibition of GAL4-SRC2 driven luciferase reporter, primary screen, SRC2 inhibitor project, cell-based, luminescence. hit rate 0.17% among 370,000. AID 651957, 2012. inhibition, % at 9 µM. Nuclear receptor coactivator 2 (Homo sapiens), Q15596. HEK293 GAL4-SRC2 luciferase reporter;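 active means inhibition above the mean inhibition of all tested compounds plus 3 SD, set per campaign, cut at about 52% in these data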;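 further: 0% = DMSO treated cells and 100% = cells given Gossypol at 36 µM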
# NR5A2 inv ag: LRH-1 (NR5A2) inverse agonists, primary screen, cell-based, luminescence, HEK293T, StAR-luciferase reporter | inhibition, % at 3.6 µM | LRH-1 transfected, 24 h | Nuclear receptor subfamily 5 group A member 2 (Homo sapiens), O00482 | hit rate 0.13% among 360,000;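 active means inhibition above the mean inhibition of all tested compounds plus 3 SD, cut at about 73% in these data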;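 further: 0% = DMSO wells and 100% = reporter-only cells lacking LRH-1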
# C8 TRAIL sens: viability loss with TRAIL in NB7+C8 cells, primary screen, TRAIL sensitizer project, cell-based, ATPlite luminescence. hit rate 1% among 360,000. inhibition (viability loss, TRAIL sensitization), % at 10 µM;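 active means compounds causing at least 50% loss of cell viability in the single-dose screen, relative to plate controls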
# SRC3 inh: SRC3 coactivator transcriptional activity inhibitors, primary screen, cell-based, luminescence; Nuclear receptor coactivator 3 (Homo sapiens), Q9Y6Q9; HEK293 GAL4-SRC3 luciferase reporter; inhibition, % at 3.6 µM; hit rate 0.17% among 360,000; AID 588352, 2011;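 active means inhibition above a per-campaign cutoff, the mean of all compounds plus 3 SD, cut at about 60% in these data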;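 further: 0% = DMSO-treated cells and 100% = gossypol-treated cells at 36 µM; higher means less SRC3-driven luciferase light from the GAL4 reporter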
# NOD2 RIPK2 PPI: NOD2-RIPK2 binding disruptors in cells, primary screen, fluorescence, CHO cells, BLA complementation | Receptor-interacting serine/threonine-protein kinase 2 (Homo sapiens), O43353 | CCF4 ratio | inhibition, % at 4.98 µM | hit rate 0.38% among 360,000; in the data active means inhibition above about 21%;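 further: 0% = vehicle only and 100% = reference blocker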
# NCOA1 inh: SRC1 coactivator transcriptional activity inhibitors, primary screen, cell-based, luminescence | Nuclear receptor coactivator 1 (Homo sapiens), Q15788 | HEK293 GAL4-SRC1 luciferase reporter | inhibition, % at 3.6 µM | hit rate 0.12% among 360,000;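 active means inhibition above the campaign mean plus 3 SD, with each screening campaign given its own cutoff, cut at about 60% in these data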;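 further: 0% = DMSO treated cells and 100% = gossypol at 36 µM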
# NR2F2 inh: NR2F2 transcriptional activity inhibitors, primary screen, cell-based, luciferase reporter, HEK293T, luminescence. HEK293T NGFI-A luciferase reporter. hit rate 0.7% among 370,000. COUP transcription factor 2 (Homo sapiens), P24468. inhibition, % at 8.6 µM;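 active means inhibition above a per-plate cutoff, mean inhibition of test wells between control levels plus 3 SD, cut at about 38% in these data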;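 further: cells cotransfected with COUP-TFII expression vector driving the NGFI-A reporter; 0% = median of COUP-TF2 test wells and 100% = reporter-only cells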
# LMP1 NFkB inh: EBV LMP1-driven NF-kappaB luciferase reporter inhibitors, primary screen, cell-based, luminescence, single point; hit rate 0.69% among 350,000; LMP1-induced NF-kappaB luciferase reporter cells; AID 504558, 2011; inhibition, % at 12.5 µM; in the data active means inhibition above about 41%;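 further: 0% = neutral control wells and 100% = reference inhibitor control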
# TLR9-MyD88 inh: inhibitors of TLR9-MyD88 association in cells, primary screen, cell-based, CHO, BLA complementation, fluorescence. Toll-like receptor 9 (Homo sapiens) + Myeloid differentiation primary response protein …. CCF4 FRET ratio. inhibition, % at 4.98 µM. hit rate 0.21% among 340,000;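 active means inhibition above the mean over all tested compounds plus 3 SD, cut at about 21% in these data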;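 further: 0% = DMSO only wells and 100% = clavulanate BLA inhibitor control wells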
# TROY NFkB inh: inhibitors of TROY-driven NF-kB signaling, primary screen, Q293 LMP1-TROYcd cells, NF-kB luciferase, uHTS | Q293 LMP1-TROYcd NF-kB luciferase reporter, 4 h | inhibition, % at 10 µM | hit rate 0.98% among 360,000 | AID 1347056, 2019;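 active means compounds whose plate-normalised and pattern-corrected inhibition of the luciferase reporter signal at the single screening dose is 50% or more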
# TWEAK Fn14 block: inhibitors of TWEAK-Fn14 signaling, primary screen, luciferase reporter cells, uHTS; TWEAK-stimulated Fn14 reporter cells, luciferase luminescence, 8 h; inhibition, % at 10 µM; hit rate 2% among 360,000; AID 1159606, 2016; in the data active means inhibition above about 50%
# The depositor's hits bear a star; x = not tested or not shown. Not all compounds are listed (hit frequency here may not be typical).
# Start of the listing, in advance (2 entries):
SMILES,NCOA2 inhibitor,NR5A2 inv ag,C8 TRAIL sens,SRC3 inh,NOD2 RIPK2 PPI,NCOA1 inh,NR2F2 inh,LMP1 NFkB inh,TLR9-MyD88 inh,TROY NFkB inh,TWEAK Fn14 block
CC(C)NC(=O)COc1cccc2ccccc12,-20,9,1,-3,-8,1,1,-6,-5,-3,16
COc1ccccc1NS(=O)(=O)c1ccc(NN=C2CCCC2)c([N+](=O)[O-])c1,0,2,14,25,-11,-25,4,3,-3,22,22

# This part in full (from the top)
SMILES,NCOA2 inhibitor,NR5A2 inv ag,C8 TRAIL sens,SRC3 inh,NOD2 RIPK2 PPI,NCOA1 inh,NR2F2 inh,LMP1 NFkB inh,TLR9-MyD88 inh,TROY NFkB inh,TWEAK Fn14 block
CC(C)NC(=O)COc1cccc2ccccc12,-20,9,1,-3,-8,1,1,-6,-5,-3,16
COc1ccccc1NS(=O)(=O)c1ccc(NN=C2CCCC2)c([N+](=O)[O-])c1,0,2,14,25,-11,-25,4,3,-3,22,22
COc1ccc(/C=C/C(=O)OCc2cccc([N+](=O)[O-])c2)cc1,12,-29,-3,-13,-1,6,-5,0,7,4,-9
CN(C(=O)COC(=O)/C=C/c1ccc(F)cc1)c1c(N)n(Cc2ccccc2)c(=O)[nH]c1=O,4,-15,-5,17,-7,-49,3,2,-6,10,15
COC(=O)c1cn(C)c2ccc(S(=O)(=O)N3CC(C)CC(C)C3)cc2c1=O (centres undefined),18,-9,2,26,-6,-9,-2,-1,6,-12,25
Cc1ccc(C(=O)NC(=S)N(C)C2CCCCC2)cc1Br,3,-9,15,21,-13,-8,-3,-9,5,-32,43
O=C(NCc1ccc(F)cc1)C1CCN(S(=O)(=O)N2CCC3(CC2)OCCO3)CC1,6,-21,-9,6,-1,-10,-6,-5,4,1,-6
O=C(CCl)Nc1cc(S(=O)(=O)N2CCCCCC2)ccc1Cl,7,4,21,-35,5,-51,-12,-32,-5,9,-41
COC(=O)c1ccccc1NC(=O)CN1CCOCC1,-24,16,-1,-6,0,-1,-5,3,5,-6,-2
O=C1CCCC(O)=C1C=Nc1ccc(O)cc1,18,0,-11,11,-1,-9,-26,-10,8,-9,10
Cc1nc2sc3c(=O)[nH]nnc3c2c(C)c1Br,-17,-4,9,7,1,10,0,1,1,-15,-13
CCC(CC)=NNc1cccc([N+](=O)[O-])c1,1,-6,11,18,6,12,-3,-1,-1,-8,-10
O=C1CCN(CCCc2ccccc2)CCN1CCO,-27,2,-2,-4,-8,0,-15,-6,2,-2,9
O=C(Nc1ccc2oc(=O)ccc2c1)c1ccccc1[N+](=O)[O-],-11,46,2,19,-5,-3,0,7,12,-1,6
CCCc1cc(=O)[nH]c(SCC(=O)C(C)(C)C)n1,-33,-13,-1,6,5,-17,15,10,0,15,10
NC(=O)NC(=O)Nc1ccccc1Cl,-16,-12,2,25,6,-24,-19,-4,-2,-21,-5
COc1ccc(NS(=O)(=O)c2cccc(C(=O)NCC(c3cccs3)N3CCOCC3)c2)cc1 (centres undefined),-3,-28,3,-11,-12,-3,3,3,-5,-1,13
CC(=O)c1sc2c(c1OC(=O)c1ccc(Cl)cc1)c(=O)n(-c1ccccc1)c(=S)n2-c1ccccc1,-1,7,10,-19,4,-2,-5,-1,-4,26,48
COc1ccc(CCN2C(=O)NC(NS(=O)(=O)c3ccccc3)(C(F)(F)F)C2=O)cc1OC (centres undefined),-14,8,-7,26,-1,1,11,-6,10,-2,16
O=C1COc2ccc(C(=O)COC(=O)c3cccnc3Cl)cc2N1,-15,6,3,8,-8,14,-2,7,-8,-11,-6
CCOC(=O)c1c(NC(=O)COc2ccccc2OCC)sc2c1CC(C)(C)NC2(C)C,x,6,91*,5,1,5,x,4,-1,-7,4
Cc1cc(C)cc(C(=O)NCCCc2ccccc2)c1,2,-1,-1,-7,-3,2,7,-4,-16,-19,3
Cc1ccc2c(n1)CC(C)(C)CC2=O,-4,6,-3,-6,0,-10,-14,7,-4,3,12
CC(=O)NC(NC(C)=O)c1cccc(OCc2ccccc2)c1,12,-17,2,3,2,7,-11,5,2,-3,-6
COC(=O)C(Cc1ccccc1)NC(=O)CNC(=O)c1ccc(Br)o1 (centres undefined),12,5,-10,0,3,-23,5,-4,2,9,-5
Cc1cccc(NC(=O)NCc2cccnc2)c1C,0,9,10,13,-9,13,-8,-1,2,-26,9
O=C(O)CCc1nc2cc(Cl)ccc2n(Cc2ccccc2)c1=O,-25,1,-7,-3,-4,-20,-1,-10,2,4,10
O=C(NCC1CCCCC1)c1cc(-c2cc(F)ccc2OCC2CCCO2)n[nH]1 (centres undefined),1,-12,15,-13,2,-1,-5,x,x,-3,-28
C=CC[N+]1(CC#Cc2ccccc2)CCCC1,11,-10,-2,4,-8,-9,9,-2,10,8,-3
COc1ccccc1-c1ccc2c(c1)C(C)(Cc1cccc(F)c1)C(=O)N2 (centres undefined),-16,-12,-5,7,8,-14,14,x,x,19,37
CCN(CC)c1ccc(C(=O)NNC(=O)CNC(=O)c2cccs2)cc1,-22,12,7,5,-4,2,16,3,4,8,6
CC1CCCCN1C/C=C/c1ccccc1[N+](=O)[O-] (centres undefined),-5,-7,-11,0,-5,-3,-14,2,-8,5,12
CC(C)CN1CCNC(=O)C1CC(=O)NCCc1cnn(-c2ccccc2)c1 (centres undefined),-16,10,3,9,-5,-10,8,2,2,-11,-16
O=C(NCC(=O)N(c1ccc2c(c1)OCO2)C(C(=O)NC1CCCC1)c1ccncc1)c1ccco1 (centres undefined),-14,-3,-10,13,-5,-27,12,3,7,-20,10
COc1ccc(NC(=S)N2CCC(c3nc4ccccc4[nH]3)CC2)c(OC)c1,-32,11,19,12,-5,-8,5,-5,-3,-10,11
CCc1nc2ccccc2c(C(=O)O)c1C,-19,26,-3,-22,-15,13,-10,5,2,-4,-8
CCCC(=O)N(Cc1cc(=O)[nH]c2ccccc12)c1ccc(C)cc1,-29,15,-16,-18,-16,4,2,-2,4,8,6
O=c1[nH]c2ccc([N+](=O)[O-])cc2nc1/C=C(\O)c1ccccc1,9,-5,7,2,7,-2,-1,-42,3,-22,-5
CCCCCC(=O)NNC(=O)c1ccc(-c2ccccc2)cc1,-28,19,5,-19,2,2,-7,-8,3,11,-6
Cc1ccccc1NC(=O)c1ccccc1NC(=O)c1ccco1,-25,26,-3,19,-2,-39,13,12,8,-4,-3
COc1ccc(CNC(=O)c2ccc3c(=O)n(CCCN4CCCC4=O)c(=S)[nH]c3c2)cc1,-20,-9,14,22,1,4,-10,-5,5,-2,0
COc1ccc(-c2nc(NC(=O)c3[nH]c(C)c(C(C)=O)c3C)sc2C)cc1,25,-4,17,-5,8,-6,-9,9,-1,-7,-9
COc1cc(C)ccc1S(=O)(=O)NC(=O)C1(C)CCN1C(=O)Cc1ccc(C(C)(C)C)cc1 (centres undefined),7,22,-2,-35,-2,4,0,x,x,-10,22
COC(=O)c1cccc(COC(=O)c2ccc(CS(=O)(=O)c3ccc(C)cc3)cc2)c1,13,2,2,15,-2,-10,-16,-3,2,6,13
CC(=O)OCC=C1CCC2C3CC(C)C4=CC(=O)CCC4(C)C3C(O)CC12C (centres undefined),23,-3,-3,-12,-7,-17,6,7,6,7,-30
CCCCCC(=O)N1CCN(c2ccc(C(C)=O)cc2F)CC1,-4,3,5,-30,5,-2,-33,77*,11,-1,-3
CCOc1ccc(NC(=O)CN(C)C(=O)CCCc2nc3ccccc3c(=O)[nH]2)cc1OCC,-29,-3,-11,4,2,6,17,-1,-4,-10,-2
COc1cc(/C=N/NC(=O)c2ccc(NC(=O)C3CC3)cc2)ccc1OC(C)=O,8,11,-15,-12,0,8,0,1,7,17,-14
CN1CCN(S(=O)(=O)c2ccc(Cl)c3ccccc23)CC1,16,-8,6,-20,0,2,-25,-7,-2,-5,8
CCCCCCCCCOC(=O)C[n+]1csc(CCO)c1C,25,-3,-3,-20,-6,-6,10,-8,4,5,16
# Additional results:
SMILES,NCOA2 inhibitor,NR5A2 inv ag,C8 TRAIL sens,SRC3 inh,NOD2 RIPK2 PPI,NCOA1 inh,NR2F2 inh,LMP1 NFkB inh,TLR9-MyD88 inh,TROY NFkB inh,TWEAK Fn14 block
COc1ccc(-c2ccc(CCC(=O)O)n2NC(=O)c2ccc(O)cc2)cc1,6,0,-12,-12,-3,3,-1,3,4,19,-2
O=C(CCSc1nc(-c2ccco2)cc(C(F)(F)F)n1)N1CCN(c2ccccn2)CC1,6,-8,-14,1,-6,-7,-4,-8,-5,2,-2
COC(=O)c1ccc(CN2CCCC(C(=O)c3cc(F)ccc3OC)C2)cc1 (centres undefined),10,3,0,-5,-9,-15,-10,0,-2,-10,-6
Cc1ccc(Cn2ccc(NC(=O)c3nn(C)cc3[N+](=O)[O-])n2)cc1,10,14,20,-15,2,-36,3,-7,8,-8,20
O=C(CSc1nnc(NC(=O)c2c(F)cccc2F)s1)NCC1CCCO1 (centres undefined),-8,-7,-3,14,0,-21,-15,-1,0,-6,-9
CC1=NN(C(=O)CCc2ccc3c(c2)OCO3)C(O)(C(F)(F)F)C1 (centres undefined),-6,-9,1,6,-1,-9,18,-1,-13,2,5
Cc1cc(/C=C(\C#N)C(=O)NCc2ccccc2)cc(C)c1O,-9,-15,-4,-3,-10,-4,-6,5,4,-18,2
Cc1ccsc1C(=O)OCC(=O)c1cc(C)n(CC2CCCO2)c1C (centres undefined),73*,81*,75*,81*,9,82*,87*,63*,2,79*,103*
CN(Cc1nccn1C)C(=O)c1ccc(OC2CCN(CCc3ccccc3)CC2)cc1,-4,4,-1,6,4,-7,-12,-1,-1,5,-4
NN/C(=C\[N+](=O)[O-])Nc1ccccc1,-16,-62,-1,-46,-30,-140,-9,2,-2,-10,2
COc1ccccc1OCC(=O)NNC(=O)CCCC(=O)NNC(=O)COc1ccccc1OC,-23,13,9,-9,5,-12,-13,-5,-4,-12,13
O=C(Nc1cccc2ccccc12)c1ccc(OC(=S)N2CCOCC2)cc1,-19,-63,3,-91,-5,-30,-17,-20,-5,26,-21
CC(C)(CNC(=O)c1ccc(S(=O)(=O)Nc2ccc(Cl)cc2)cc1)N1CCOCC1,23,7,7,9,8,-1,22,0,-9,3,2
O=c1[nH]c2ccccc2nc1N1CCOCC1,5,0,19,3,-1,4,-4,1,-15,-13,-16
Cc1ccc(C)c2[nH]c(=O)c(CN(CCN3CCOCC3)Cc3nnnn3CC3CCCO3)cc12 (centres undefined),4,14,2,11,-2,0,-7,4,1,10,-4
